Screening results: PubChem BioAssay, National Center for Advancing Translational Sciences (NCATS)
IL-2 act: activators of IL-2; actives 0.065% (n = 360,000); activation, % (series mostly up to about 46 µM); IL-2 activation reporter assay, cell-based qHTS; stimulated with anti-CD3/CD4/CD28 beads; in transgenic mouse T cells; AID 652025; in the data active means activation above about 50%; inconclusive means mostly about 30% to 49%; further: 0% is about no effect
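Using fluorescent plate cytometry, EGFP and DsRed are detected in transgenic mouse T cells stimulated 18 h at 37 degrees C with antibody-coated beads after 60 min compound pretreatment.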
CCT modulator: changes cytosolic chaperonin activity; purified chaperonin ATPase assay, HTRF ADP detection, 30 min; actives 0.3% (n = 360,000); activity change, % (test concentration not listed), hits read low; AID 651819; in the data active means activity change below about -30%; further: on the % scale 0 is the no-effect control and ±100 the full control effect
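TRiC (40 or 20 nM final, by batch activity) in 30 mM Tris pH 7.4, 100 mM KCl, 5 mM MgCl2, 1 mM DTT was treated with compound at 76 uM single dose, then 10 uM ATP, 30 min at 37 °C. ADP was read by HTRF Transcreener.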
PLK1 PBD inh: inhibitors of human PLK1 polo-box domain binding; P53350; Plk1 PBD binding of FITC phosphopeptide, fluorescence polarization; Potency, µM, without a hit: max response, negative = inhibition, hits mostly inhibitors; actives 2.8% (n = 360,000); further: potency means the concentration at half of the fitted maximal effect; series mostly up to about 57 µM; on the % scale 0 is the no-effect control and ±100 the full control effect; nearly all actives have a fitted effect of over 65% in size
WRN helicase inh: inhibitors of human WRN helicase. WRN helicase unwinding, fluorescent forked duplex, kinetic. Potency, µM (doses to about 114 µM), for inactives: at the top dose activity change, negative = inhibition, most hits filed as inhibitors. actives 0.46% (n = 360,000). AID 651768. Q14191; further: potency means the concentration at half of the fitted maximal effect; on the % scale 0 is the no-effect control and ±100 the full control effect; nearly all actives have a fitted effect of over 55% in size
Target sequence (Q14191 whole entry, looked up): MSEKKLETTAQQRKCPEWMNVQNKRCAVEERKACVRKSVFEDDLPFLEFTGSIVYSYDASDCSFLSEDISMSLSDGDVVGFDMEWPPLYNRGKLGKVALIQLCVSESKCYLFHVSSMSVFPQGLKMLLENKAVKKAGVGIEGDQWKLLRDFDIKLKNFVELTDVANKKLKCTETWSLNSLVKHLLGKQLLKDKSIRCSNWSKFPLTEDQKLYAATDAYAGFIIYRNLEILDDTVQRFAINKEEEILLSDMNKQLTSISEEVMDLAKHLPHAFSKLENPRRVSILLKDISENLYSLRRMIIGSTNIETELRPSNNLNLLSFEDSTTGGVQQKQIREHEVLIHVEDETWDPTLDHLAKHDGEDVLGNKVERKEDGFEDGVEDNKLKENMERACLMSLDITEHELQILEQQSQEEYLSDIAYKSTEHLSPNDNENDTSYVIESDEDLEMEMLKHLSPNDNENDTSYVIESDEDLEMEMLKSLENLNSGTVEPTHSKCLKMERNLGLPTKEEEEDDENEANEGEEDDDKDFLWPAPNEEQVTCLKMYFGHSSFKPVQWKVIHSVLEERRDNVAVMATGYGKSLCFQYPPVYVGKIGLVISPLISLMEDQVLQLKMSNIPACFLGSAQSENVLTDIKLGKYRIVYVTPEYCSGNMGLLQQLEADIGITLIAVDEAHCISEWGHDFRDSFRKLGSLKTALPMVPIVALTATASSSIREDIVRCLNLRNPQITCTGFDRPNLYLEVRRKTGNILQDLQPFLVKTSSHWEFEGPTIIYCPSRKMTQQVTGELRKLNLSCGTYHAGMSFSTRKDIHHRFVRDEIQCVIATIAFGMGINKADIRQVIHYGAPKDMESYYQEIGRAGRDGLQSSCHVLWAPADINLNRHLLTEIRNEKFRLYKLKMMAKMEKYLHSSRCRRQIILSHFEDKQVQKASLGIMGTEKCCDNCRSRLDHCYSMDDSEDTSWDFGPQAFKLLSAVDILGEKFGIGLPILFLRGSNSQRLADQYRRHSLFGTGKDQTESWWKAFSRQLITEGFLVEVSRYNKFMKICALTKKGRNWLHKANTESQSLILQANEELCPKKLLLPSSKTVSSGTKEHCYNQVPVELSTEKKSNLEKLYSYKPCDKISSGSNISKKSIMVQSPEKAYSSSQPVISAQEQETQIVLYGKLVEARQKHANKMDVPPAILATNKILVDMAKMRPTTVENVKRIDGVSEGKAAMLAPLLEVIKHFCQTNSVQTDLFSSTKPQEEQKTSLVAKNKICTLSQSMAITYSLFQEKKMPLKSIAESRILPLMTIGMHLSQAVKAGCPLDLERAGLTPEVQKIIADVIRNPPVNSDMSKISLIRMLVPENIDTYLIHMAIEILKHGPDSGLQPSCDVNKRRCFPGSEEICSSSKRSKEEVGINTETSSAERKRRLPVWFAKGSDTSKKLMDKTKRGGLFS
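Primary qHTS, 1536-well format. 20 nM WRN + compound, 15 min RT; start with 100 nM forked fluorophore/quencher duplex, 2 mM ATP (final); kinetic read ex 525/em 598 nm.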
EPAC1 antag: antagonists of human EPAC1; EPAC1 GEF assay, Rap1b-BODIPY-GDP exchange fluorescence; Potency, µM (series often up to 115 µM), for inactives: at the top dose activity change, negative = inhibition, hits mostly inhibitors; actives 0.14% (n = 360,000); AID 720709;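 further: potency means the concentration at half of the fitted maximal effect; plate controls were vehicle for no effect and positive control for full effect; nearly all actives have a fitted effect of over 50% in size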
EPAC1 agonist: EPAC1 (human) agonism; AID 720707; O95398; EPAC1 agonist qHTS, biochemical assay; response scale: 100% = response to 6.5 mM cAMP; actives 0.073% (n = 360,000); Potency, µM (titrated, usually from 154 µM), without a hit: at the highest dose activation, usual class: activators; further: potency means the concentration at half of the fitted maximal effect; nearly all actives have a fitted effect of over 60% in size
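Normalized to 6.5 mM cAMP, activity reflects EPAC1-catalysed release of BODIPY-GDP from Rap1B, followed kinetically over 30 min at 480 nm excitation, 540 nm emission. Reaction contained 100 nM EPAC1, 250 nM Rap1B-BODIPY-GDP, 50 uM GDP.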
EPAC2 ag: activates human EPAC2 exchange factor | EPAC2 activation, biochemical qHTS; response scale: 100% = 6.5 mM cAMP response | Potency, µM (highest dose often 154 µM), without a hit: at the highest dose activation, hits mostly activators | actives 0.079% (n = 360,000); further: potency means the concentration at half of the fitted maximal effect; nearly all actives have a fitted effect of over 50% in size
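Compounds were added across a concentration range to EPAC2 (100 nM), RAP1B-BODIPY-GDP (250 nM) and GDP (50 uM). After 5 min at room temperature, fluorescence was recorded at 5-min intervals for 30 min.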
PI5P4Ka inh: blocks human PI5P4K alpha kinase activity; P48426; PI5P4Kalpha enzyme, ADP-Glo luminescence, 60 min; hits give low values; max response, %; actives 1.2% (n = 330,000); active means max response of -50% or lower; inconclusive means between -30% and -50%; inactive means -30% or higher; further: value at the top dose of about 77 µM; on the % scale 0 is the no-effect control and ±100 the full control effect
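Human PI5P4Kalpha with substrate in 0.038 M HEPES pH 7.4, 0.28 mM EGTA, 0.1% CHAPS, 5% DMSO; reaction started with 5 microM ATP (final), 60 min at room temperature. ADP formed read by ADP-Glo luminescence.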
Numbers without * were called inactive; u = inconclusive; x = not tested or not shown; & = joins results of further samples; [ ] = remark or other dose. Unless noted, the call rests on the fitted dose curve; in most records, active means well fitted curve in the direction sought with a large enough effect; inconclusive means small, poorly fitted or top-dose-only effect, or another doubt; inactive means no such curve, though single readings can be large; an effect the other way counts as inactive or inconclusive. An excerpt, so the mix of outcomes need not match the whole.

mol | EPAC1 agonist | PLK1 PBD inh | IL-2 act | PI5P4Ka inh | EPAC2 ag | EPAC1 antag | WRN helicase inh | CCT modulator
Cc1ccc(N(CC(=O)Nc2ccc3c(c2)OCCO3)S(=O)(=O)c2c(C)n[nH]c2C)cc1 | 4.1% | -0.4% | 1.2 | 0.8 | 3.4% | -12.3% | -13.0% | -2.3
CCCc1nnc(SCC(=O)NC2CC2)n1C | 1.8% | -8.7% | -1.3 | -1.7 | 6.8% | u | -35.6% | -4.7
Cc1ccc(C)c(Cn2nnc3c(=O)[nH]c(C(=O)Nc4ccc(F)cc4)nc32)c1 | -11.8% | u | -1.2 | 0.2 | -8.3% | -5.8% | -29.3% | -2.7
Cn1c(N2CCCCC2)cc(=O)n(C)c1=O | 0.1% | -27.9% | 0.1 | 2.8 | 1.7% | 4.4% | -3.6% | -3.3
CC(NS(=O)(=O)c1ccc(Cl)cc1)C(=O)OCC(=O)Nc1ccc(N(C)C)cc1 (stereo not drawn) | 5.3% | -4.9% | -4.5 | -7.8 | 1.9% | -5.7% | -3.5% | -2.9
COc1ccccc1-n1c(SCC(=O)N(C)C2CCS(=O)(=O)C2)nc2ccccc2c1=O (stereo not drawn) | -7.0% | 1.0% | -2.6 | x | 6.2% | 15.3% | 4.0% | 0.4
N#C/C(=C\c1ccc(F)cc1)c1n[nH]c(Cn2cncn2)n1 | 2.5% | -1.0% | 0.3 | -8.0 | 22.6% | 2.3% | -4.1% | 0.2
COc1ccc(C2=NOC(C(=O)N3CCN(c4ccccc4OC)CC3)C2)cc1 (stereo not drawn) | -10.6% | 2.5% | -2.2 | 11.9 | 1.1% | -5.3% | 1.0% | -0.8
O=C1NN(CCO)C(=S)Nc2ccccc21 | 8.8% | 0.0% | 3.3 | 0.6 | 11.0% | -8.4% | -2.9% | -2.5
CC(=O)N[C@@H](Cc1c[nH]c2ccccc12)C(=O)OCc1ccc(C#N)cc1 | 11.5% | -1.6% | -0.1 | 11.1 | 1.5% | 1.4% | 1.0%[57.1 µM] | -0.3
CCCC(c1nnnn1C(C)(C)C)N1CCN(c2ccccc2)CC1 (stereo not drawn) | 0.2% | -7.0% | -1.7 | 5.3 | 14.9% | 12.9% | 6.7% | 0.5
Cc1nn(Cc2ccc(F)cc2)c(C)c1NC(=O)CCCn1nc([N+](=O)[O-])cc1C | 4.3% | -6.4% | 0.5 | -1.6 | 6.7% | 5.3% | -3.5% | 1.1
O=C(c1cc(C2CC2)nc2ccccc12)N1N=C(C(F)F)CC1(O)C(F)F (stereo not drawn) | 2.5% | -2.0% | 8.4 | x | -10.7% | -7.2% | -5.2% | -0.4
CCCc1cc(C(=O)Nc2nccs2)cs1 | 17.5% | -7.7% | -3.0 | x | 13.0% | -1.4% | -3.7% | -0.6
COc1ccccc1OC(=O)CCc1nc2ccccc2s1 | 7.2% | u | -0.2 | u | -5.2% | -20.5% | -6.2% | -5.6
CCc1ccc(C(=O)/C=C/Nc2ccc(S(=O)(=O)Nc3cnc4ccccc4n3)cc2)cc1 | -6.5%&-6.8% | -9.7%&-2.2% | 0.1&-0.4 | 0.4&-10.6 | -14.4%&-12.7% | -9.5%&-10.0% | 2.9%&5.4% | -1.9&-0.1
C=CCOc1ccc(/C=N/NC(=O)C(C)Sc2ccccn2)cc1OC (stereo not drawn) | 11.2% | -13.0% | -0.9 | -4.4 | 8.6% | -17.9% | -5.4% | 1.0
CC(=O)c1c(C)[nH]c(C(=O)Nc2nc(-c3ccc(-c4ccccc4)cc3)cs2)c1C | 8.7% | -11.4% | 0.1 | -2.0 | 5.2% | -8.9% | -8.0% | -21.2
COc1ccc(CCNC(=O)C2CCN(C(=O)c3ccccc3C)CC2)cc1 | 8.2% | -15.7% | 1.1 | 0.4 | -4.1% | -13.9% | 14.0% | 0.4
CCn1c(=O)c(=O)[nH]c2c(=O)oc3ccc(S(=O)(=O)Nc4ccccc4)cc3c21 | -1.5% | -1.8% | -3.0 | -11.2 | -6.8% | 0.9% | -6.2% | -1.5
CN1C(C)(C)CC(=NOC(=O)c2ccccc2)CC1(C)C | -4.9% | -19.0% | -1.7 | 0.1 | -4.0% | 1.2% | 0.1% | 0.5
COCCCN(C(=S)Nc1cccc(Cl)c1)C(C)c1ccncc1 (stereo not drawn) | -0.3% | -7.5% | 0.6 | 1.1 | 7.1% | -7.5% | -22.5%[57.1 µM] | -4.0
COc1cc(CNC(=O)c2cccc(COc3ccc(Cl)cc3)c2)cc(OC)c1 | 16.6% | 0.5% | 3.4 | 0.1 | -1.7% | -7.3% | -21.9% | 1.5
C[C@@H](CN=[N+]=[N-])CN1CC[C@H](C(C)(C)C)CCC1=O | -10.3% | -8.6% | 0.4 | 5.7 | 1.5% | 1.1% | 0.2% | -2.5
COC(=O)CCCn1nc(NC(=O)COc2ccc(F)cc2)cc1C | 4.1% | -3.3% | -0.3 | -4.9 | 11.1% | -22.7% | 7.0% | -3.1
NC(=O)N/N=C1\CCS(=O)(=O)c2ccc(F)cc21 | 0.0% | -4.2% | -4.7 | -5.0 | 3.1% | -5.8% | -6.9% | 0.8
Cc1ccc(S(=O)(=O)N2CCOCC2)cc1C(=O)N1CCN(S(=O)(=O)c2ccccc2F)CC1 | 5.4% | -3.0% | 1.8 | -0.9 | 11.1% | -27.1% | 0.0% | 1.6
CCOC(=O)N1CCN(C(=O)CN(C)S(=O)(=O)c2ccc(OC)c(OC)c2)CC1 | 12.9% | 11.9µM* | -0.8 | u | -0.7% | 0.7% | 10.2% | -0.9
CN(C)CCNc1nc(-c2ccccc2)c2c(c1C#N)CC(C)(C)OC2 | 7.7% | -2.4% | -0.1 | 9.9 | 8.6% | -14.8% | -3.0% | 1.1
Cc1ccc(NC(=O)C2C(=O)N(CCO)C3(C)CC2c2ccccc2O3)cc1 (stereo not drawn) | 12.1% | 3.0% | 2.7 | x | -0.8% | -13.4% | 0.8% | -2.1
CC(C)(C)OC(=O)N1CCCC1C(=O)NC(Cc1ccccc1)C(=O)O (stereo not drawn) | -4.3% | -4.9% | 0.8 | 1.7 | 8.3% | 0.2% | -6.3% | -2.3
CCCN(C(=O)c1cccc(S(=O)(=O)N2CCCc3ccccc32)c1)C1CCS(=O)(=O)C1 (stereo not drawn) | -7.0% | 0.2% | 0.3 | 6.0 | 5.8% | -9.8% | -4.9% | 0.4
CC(C)c1nnc(NC(=O)CCC(=O)NCc2ccc3c(c2)OCO3)s1 | -2.5% | 1.5% | -0.1 | 0.6 | 1.7% | 11.8% | 16.1% | 0.8
Cc1ccc(C(C(=O)NCC2CCCO2)N(Cc2ccccc2F)C(=O)Cn2nnc(-c3cccs3)n2)cc1 (stereo not drawn) | -6.5% | -2.6% | 0.1 | -2.3 | -3.2% | 1.5% | -2.2% | -2.3
COc1ccc(-n2c(=O)c3ccccc3n(CC(=O)OCc3ccccc3)c2=O)cc1OC | 2.7% | 2.0% | -1.9 | 3.3 | -0.7% | -5.2% | -3.8% | -1.3
Cc1cc(C)cc(NC(=O)COC(=O)c2cccc(S(=O)(=O)N3CCCCC3)c2)c1 | 9.2% | -4.5% | -0.1 | 5.6 | 11.5% | -14.7% | -7.3% | 0.7
CC1(c2ccc(Cl)cc2)NC(=O)N(CC(=O)N2CCc3ccccc3C2)C1=O (stereo not drawn) | -4.8% | -12.1% | 0.3 | 5.0 | 15.3% | u | -2.3% | -2.4
CC1=C(C)CS(=O)N(S(=O)(=O)c2ccc(Cl)cc2)C1 (stereo not drawn) | -7.0% | 1.34µM* | -0.9 | -20.0 | 7.6% | -8.3% | 12.6µM* | -0.6
CC1CCc2c(sc3ncnc(SCC(=O)Nc4ccc(C(=O)O)cc4)c23)C1 (stereo not drawn) | -11.8% | 59.7µM* | -0.1 | -67.2* | -4.7% | 8.2% | -33.5% | 0.0
Cc1ccccc1C(=O)Nc1cccc(NC(=O)c2ccc(F)cc2)c1 | 5.5% | 2.0% | 0.4 | 2.1 | 6.5% | -9.5% | -2.8% | 0.5
O=C(NNC(=O)c1cccs1)c1ccc(Cl)c([N+](=O)[O-])c1 | 8.8% | -9.9% | 0.9 | -1.9 | 5.6% | 0.6% | -2.5% | -2.9
COC(=O)c1ccc(-n2c(C)ccc2-c2ccccc2)cc1 | 14.3% | -2.9% | -0.2 | x | 21.9% | -7.7% | -13.8% | 0.0
CC(C)(Oc1ccc(Cl)cc1)C(=O)NC1CCSC1=O (stereo not drawn) | 6.2% | -7.3% | -3.1 | x | -4.0% | 12.2% | 1.2% | -4.3
CC[C@@]12C(=O)N(c3cccc(Cl)c3)C(=O)N1[C@H](c1cccc(C)c1)[C@@H]1C(=O)N(Cc3ccccc3)C(=O)[C@@H]12 | 3.2% | -2.0% | 1.2 | 2.4 | 21.7% | -7.3% | -0.4% | 0.4
CN(C)c1oc(-c2ccccc2Cl)nc1P(=O)(c1ccccc1)c1ccccc1 | 29.5% | -6.6% | -4.7 | x | 15.9% | -7.0% | -13.7% | -1.5
O=[N+]([O-])c1ccc(-c2cc(-c3ccncc3)nc3ccc4ccccc4c23)cc1 | 4.9% | -8.0% | 4.4 | x | 1.7% | -0.8% | -1.1% | 0.3
CCN(CC)S(=O)(=O)c1ccc2c(c1)nc(CCC(=O)OCc1c(C)noc1C)n2C | 6.7% | -14.5% | 2.9 | -2.6 | -1.2% | -0.3% | -6.9% | -4.6
COCc1cc(=O)[nH]c2c1c(-c1ccccc1)nn2C | 8.5% | 0.2% | -0.3 | -6.1 | 6.5% | 1.7% | -11.1% | 1.2
CCOC(=O)c1[nH]c2ccc(OC)cc2c1NC(=O)c1ccc2c(c1)OCO2 | 4.9% | -5.9% | -2.3 | x | 18.6% | -7.0% | 0.6% | 2.1
COc1cccc(CN(C)C(=O)c2ccc(NC(=O)CC3SC(N4CCCC4)=NC3=O)cc2)c1OC (stereo not drawn) | 3.2% | -2.9% | -3.2 | -6.8 | 4.0% | 16.6% | 18.8% | 0.2
O=C1CSC(c2cccc([N+](=O)[O-])c2)N1CCc1ccccc1 (stereo not drawn) | 4.4% | -7.6% | -0.1 | 5.3 | 8.4% | -4.1% | -5.6% | -5.0

Compounds from the list above that contain a COOH group:
mol | EPAC1 agonist | PLK1 PBD inh | IL-2 act | PI5P4Ka inh | EPAC2 ag | EPAC1 antag | WRN helicase inh | CCT modulator
CC(C)(C)OC(=O)N1CCCC1C(=O)NC(Cc1ccccc1)C(=O)O (stereo not drawn) | -4.3% | -4.9% | 0.8 | 1.7 | 8.3% | 0.2% | -6.3% | -2.3
CC1CCc2c(sc3ncnc(SCC(=O)Nc4ccc(C(=O)O)cc4)c23)C1 (stereo not drawn) | -11.8% | 59.7µM* | -0.1 | -67.2* | -4.7% | 8.2% | -33.5% | 0.0
